Assay outcomes from PubChem.
KCC2 mod: KCC2 (human) Cl- transport modulation | Q9H2X9 | KCC2 cells, thallium flux FluoZin-2 fluorescence | B-score of Tl+ flux slope (higher = more flux/activation; lower = inhibition) at 10 µM | actives 2.2% (n = 190,000) | AID 1456;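 active = thallium flux slope and its plate-corrected score both differing from the plate sample mean at a set confidence after two filtering rounds, in either direction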;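 also: slope of fluorescence scaled to starting intensity during 10 to 20 s after thallium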
FXIa inh: blocks human coagulation factor XIa protease activity; P03951; inhibition, % at 5 µM; AID 798; purified FXIa, Boc-Glu-Ala-Arg-AMC fluorogenic substrate; actives 0.14% (n = 220,000);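 active = inhibition of at least 40%; inactive = inhibition below 40%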;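 also: fluorescence of freed AMC excited at 355 nm; 0% = enzyme without compound and 100% = no enzyme blank; many of its hits are not listed in these tables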
Target sequence (P03951 19-387 limits assumed): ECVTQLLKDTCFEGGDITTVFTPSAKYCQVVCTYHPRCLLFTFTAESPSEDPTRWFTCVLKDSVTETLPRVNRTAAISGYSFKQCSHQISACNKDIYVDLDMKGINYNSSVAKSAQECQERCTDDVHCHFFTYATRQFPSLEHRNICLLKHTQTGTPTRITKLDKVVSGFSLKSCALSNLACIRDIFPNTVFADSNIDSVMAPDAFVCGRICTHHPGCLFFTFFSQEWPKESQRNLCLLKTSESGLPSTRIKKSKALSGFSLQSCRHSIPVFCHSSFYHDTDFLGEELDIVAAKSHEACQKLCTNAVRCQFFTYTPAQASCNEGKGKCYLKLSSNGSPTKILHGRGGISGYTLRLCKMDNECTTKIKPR
Target sequence (P03951 388-625 limits assumed): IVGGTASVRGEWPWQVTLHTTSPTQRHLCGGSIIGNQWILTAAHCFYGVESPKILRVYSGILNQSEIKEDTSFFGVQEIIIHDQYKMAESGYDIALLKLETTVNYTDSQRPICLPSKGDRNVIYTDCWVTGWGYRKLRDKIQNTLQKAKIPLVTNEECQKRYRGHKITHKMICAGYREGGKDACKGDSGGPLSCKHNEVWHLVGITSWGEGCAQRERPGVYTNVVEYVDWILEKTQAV
PERK inhibitor: human PERK inhibition, primary cell-based screen. CHO PERK-DD fusion, SEAP luminescence translation reporter. actives 0.17% (n = 220,000). AID 1416. Q9NZJ5. inhibition, % at 5.6 µM;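 active = inhibition above the mean inhibition of all tested compounds plus 3 SD, set separately per screening campaign, cut at about 2.9% in these data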;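 also: PERK kinase domain activated by AP20187 dimerizer at 100 nM; 0% = DMSO with dimerizer and 100% = rapamycin at 8.4 µM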
Wee1 degr inh: human Wee1 degradation inhibition, primary screen. P30291. HeLa Luc-Wee1K328M stability, luciferase luminescence; 100% = proteasome inhibitor MG132 effect. reporter increase, % at 5 µM. actives 1.2% (n = 220,000). AID 1321;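 active = activation above the mean of all tested compounds plus 3 SD, set per screening run, cut at about 8.8% in these data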;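 also: cells exposed to compound for 20 h before luminescence read; 0% = DMSO alone and 100% = MG132 at 30 µM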
Thrombin inh: inhibitors of human thrombin. inhibition, % at 5 µM. alpha-thrombin, Boc-VPR-AMC fluorogenic substrate cleavage. actives 0.26% (n = 220,000). P00734;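 active = inhibition at or above 40%; inactive = inhibition below 40%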;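 also: 0% = enzyme with no compound and 100% = wells without enzyme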
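Material: human alpha-thrombin enzyme / Medium: pH 7.5 Tris (50 mM) with NaCl 150 mM, Tween 20 0.05% / Compound: single-point dosing at 5 µM, 0.2% DMSO / Incubation: enzyme reaction carried out at room temperature / Detection: AMC fluorescence, 355/460 nm / Read-out basis: percent inhibition scaled between no-compound controls and no-enzyme blanks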
Furin inhibitor: human furin inhibition | inhibition, % at 30 µM | actives 0.061% (n = 220,000) | P09958 | purified furin, fluorogenic substrate cleavage; in the data active = inhibition above about 25%; also: inactives centre near -15
KLK5 inh: blocks human kallikrein 5 protease activity. Q9Y337. recombinant hK5, fluorogenic AMC substrate cleavage. inhibition, % at 5 µM. actives 0.59% (n = 210,000). AID 873;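 active = inhibition of 40% or more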;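 also: 0% = enzyme controls without compound and 100% = no-enzyme blanks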
Target sequence (Q9Y337 67-293 limits assumed): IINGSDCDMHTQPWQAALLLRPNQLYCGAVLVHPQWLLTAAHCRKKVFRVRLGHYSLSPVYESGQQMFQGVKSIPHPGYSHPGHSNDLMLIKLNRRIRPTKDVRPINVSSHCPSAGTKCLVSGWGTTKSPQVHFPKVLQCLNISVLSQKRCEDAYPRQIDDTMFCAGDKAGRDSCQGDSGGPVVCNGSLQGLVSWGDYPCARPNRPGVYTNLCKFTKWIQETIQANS
p97 inhibitor: human p97 ATPase inhibition. actives 0.42% (n = 220,000). inhibition, % at 8 µM. recombinant p97 ATPase, Kinase-Glo ATP luminescence, 3 h. P55072; in the data active = inhibition above about 15%;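 also: 0% = DMSO vehicle and 100% = wells lacking enzyme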
FXIIa inh 1536: blocks human coagulation factor XIIa protease activity | AID 800 | inhibition, % at 5 µM | purified FXIIa, Boc-QGR-AMC fluorogenic substrate, 2 h | P00748 | actives 0.3% (n = 220,000); in the data active = inhibition above about 40%;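 also: 0% = enzyme with no compound and 100% = blank without enzyme; many of its hits are not listed in these tables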
The depositor's hits bear a star; i = inactive; x = no result given; [ ] = another dose, or the depositor's remark.

item | canonical_smiles | KCC2 mod | FXIa inh | PERK inhibitor | Wee1 degr inh | Thrombin inh
1 | Cc1ccc(-c2nnn(CCC(=O)NC(C)(C)C)n2)cc1 | -0.34 | 0 | 0.0 | 1 | 1
2 | CCN(CC)CC(C(=O)N(CC)CC)P(=O)(c1ccccc1)c1ccccc1 (centres undefined) | i | 6 | -0.5 | 1 | 1
3 | Cc1c(-c2ccncc2)oc2ccc(Br)cc2c1=O | -1.2 | 0 | 0.3 | -4 | -3
4 | Cn1c(SCC(=O)OCC(=O)c2ccccc2)nnc1-c1cccs1 | -0.077 | 1 | 1.6 | 0 | -4
5 | N/C(=N\N=C\c1ccnc2ccccc12)SC1CC(=O)N(c2ccc(Br)cc2)C1=O (centres undefined) | x | 0 | 0.6 | -1 | 0
6 | Cc1ccc(-c2cccc(NC(=O)C3C(C(=O)O)[C@@H]4C=C[C@H]3C4)c2)o1 (some centres undefined) | -0.71 | 5 | 0.0 | -2 | 4
7 | COc1ccc2c(c1)NC(C)(C)C=C2C | 0.17 | 0 | 0.1 | -3 | -5
8 | O=C(c1ccco1)N1CCN(S(=O)(=O)c2ccc3c(c2)OCCO3)CC1 | x | -3 | -0.5 | -1 | -4
9 | Cc1cccc(OCCn2cc(/C=N/NC(=O)c3ccncc3)c3ccccc32)c1 | -1.6 | 9 | 0.0 | -4 | 0
10 | O=C(CCN1CCN(c2ccccn2)CC1)Nc1ccc(F)cc1 | 0.29 | -4 | 0.0 | 0 | -4

item | Furin inhibitor | KLK5 inh | p97 inhibitor | FXIIa inh 1536
1 | -14[20 µM] | -2 | -2 | 7
2 | -8[20 µM] | -14 | 6 | 4
3 | -31 | -1 | 9 | x
4 | -5[20 µM] | 3 | 5 | -1
5 | -7[20 µM] | -11 | 3 | 10
6 | -15 | -8 | 7 | 19
7 | -24 | 0 | 2 | 11
8 | 3 | 2 | 3 | -17
9 | 12 | -17 | 3 | 12
10 | -22 | 16 | 5 | 10

Another view of some results above.
Order of values: KCC2 mod	FXIa inh	PERK inhibitor	Wee1 degr inh	Thrombin inh	Furin inhibitor	KLK5 inh	p97 inhibitor	FXIIa inh 1536
6	Cc1ccc(-c2cccc(NC(=O)C3C(C(=O)O)[C@@H]4C=C[C@H]3C4)c2)o1 (some centres undefined)
 : -0.71	5	0.0	-2	4	-15	-8	7	19
2	CCN(CC)CC(C(=O)N(CC)CC)P(=O)(c1ccccc1)c1ccccc1 (centres undefined)
 : i	6	-0.5	1	1	-8[20 µM]	-14	6	4

Additional results follow:
item | canonical_smiles | KCC2 mod | FXIa inh | PERK inhibitor | Wee1 degr inh | Thrombin inh
11 | CC1CCN(C(=O)CSc2nnc(-c3ccco3)o2)CC1 | 1.4 | -9 | -0.4 | -2 | -4
12 | CC(=O)Nc1ccc(S(=O)(=O)NNC(=O)c2ccc(S(=O)(=O)N3CCCCC3)cc2)cc1 | 1 | 8 | 1.5 | -3 | 1
13 | CS(=O)(=O)N(CC(=O)N1CCN(Cc2ccc3c(c2)OCO3)CC1)C1CCCCC1 | x | 6 | 1.4 | -1 | 4
14 | O=C(CC(c1ccccc1)c1ccccc1)NCC1CCCO1 (centres undefined) | x | -2 | 0.2 | 0 | 1
15 | CCc1noc(C)c1C(=O)N1CCCC(C(=O)c2ccc(OC)c(F)c2)C1 (centres undefined) | x | -1 | 1.5 | 2 | -2
16 | Cc1ccc2cc3cc(C(=O)NCCN4CCOCC4)oc3nc2c1 | x | -1 | -0.7 | 2 | -1
17 | COc1ccc(N/N=C2/CCCCC2=O)cc1 | 1 | -2 | -0.4 | -2 | 1
18 | CC(C1CC1)N(Cc1ccccc1)C(=O)NC(=O)c1ccccc1 (centres undefined) | -1.3 | 2 | -0.1 | 3 | 1
19 | O=C(CSc1ncccn1)c1ccccc1Br | 0.73 | -7 | -0.4 | 0 | -10
20 | CCCCN(CC)CCNc1c(N2CCN(C(=O)OCC)CC2)c(=O)c1=O | -0.15 | 4 | -0.2 | -1 | 1

item | Furin inhibitor | KLK5 inh | p97 inhibitor | FXIIa inh 1536
11 | -15 | 0 | -3 | -1
12 | -6 | -17 | 5 | 15
13 | -32 | x | 0 | 12
14 | -12[20 µM] | 0 | 2 | 8
15 | -23 | x | 2 | 5
16 | -29[20 µM] | -71 | 5 | -6
17 | 0[20 µM] | -14 | -4 | 17
18 | -20 | 5 | 0 | x
19 | -5[20 µM] | -5 | 5 | -7
20 | -21 | -7 | 6 | 3

Carrying on.
item | canonical_smiles | KCC2 mod | FXIa inh | PERK inhibitor | Wee1 degr inh | Thrombin inh
21 | COc1ccc(CNC(=O)c2cc3c(C)nc4ccccc4c3o2)c(OC)c1 | -0.3 | -2 | -1.2 | 0 | -9
22 | O=P(O)(COc1ccccc1)COc1ccccc1 | x | 2 | -0.6 | -1 | 1
23 | CCCN1C/C(=C/c2cccc([N+](=O)[O-])c2)C(=O)/C(=C/c2cccc([N+](=O)[O-])c2)C1 | x | 2 | -1.6 | 0 | 4
24 | O=C(CSc1nc2[nH]ncc2c(=O)n1-c1ccccc1Br)NCc1ccccc1Cl | -0.078 | 5 | -0.1 | -4 | 0
25 | CCOC(=O)N/N=C/c1ccc(OCCSc2ccc(Cl)cc2)c(OC)c1 | 0.63 | 7 | 0.7 | -1 | -4
26 | O=C(COC(=O)Cc1ccccc1[N+](=O)[O-])NCC1CCCCC1 | -0.43 | -7 | 0.2 | 0 | -4
27 | OC(CNCc1ccccc1F)(c1ccc(F)cc1)c1ccc(F)cc1 | 0.32 | -7 | -0.3 | 0 | -5
28 | N=c1c2c(-c3ccccc3)c(-c3ccccc3)n(Cc3ccccc3)c2ncn1CCCn1ccnc1 | 1.9 | 9 | -1.2 | 0 | 5
29 | CCOc1cc(/C=C2/NC(=S)NC2=O)ccc1OCc1ccc([N+](=O)[O-])cc1 | -0.67 | -9 | 0.3 | 0 | 4
30 | COc1ccc(CC(=O)OCC(=O)NCc2ccc(Cl)cc2)cc1 | -0.62 | 5 | -0.4 | 1 | 0

item | Furin inhibitor | KLK5 inh | p97 inhibitor | FXIIa inh 1536
21 | -14 | 13 | -14 | 5
22 | -19 | 2 | 4 | -1
23 | -13 | -20 | 0 | 4
24 | -23 | -1 | 1 | 8
25 | -25 | -21 | 2 | 5
26 | -19 | -6 | 9 | 1
27 | -25 | -1 | 2 | 6
28 | -26 | 4 | 0 | 13
29 | -11[20 µM] | -23 | -6 | -3
30 | -12 | -8 | -2 | 6

Next part, starting with the last 4 of the part before.
item | canonical_smiles | KCC2 mod | FXIa inh | PERK inhibitor | Wee1 degr inh | Thrombin inh
27 | OC(CNCc1ccccc1F)(c1ccc(F)cc1)c1ccc(F)cc1 | 0.32 | -7 | -0.3 | 0 | -5
28 | N=c1c2c(-c3ccccc3)c(-c3ccccc3)n(Cc3ccccc3)c2ncn1CCCn1ccnc1 | 1.9 | 9 | -1.2 | 0 | 5
29 | CCOc1cc(/C=C2/NC(=S)NC2=O)ccc1OCc1ccc([N+](=O)[O-])cc1 | -0.67 | -9 | 0.3 | 0 | 4
30 | COc1ccc(CC(=O)OCC(=O)NCc2ccc(Cl)cc2)cc1 | -0.62 | 5 | -0.4 | 1 | 0
31 | COC(=O)c1nc(C(=O)OC)c(C(=O)OC)nc1C(=O)OC | 0.81 | -1 | 0.7 | 0 | -7
32 | CCOC(=O)c1c(C2CC2)csc1NC(=O)COC(=O)CCS(=O)(=O)c1ccc(C)cc1 | -1.2 | 1 | 0.4 | 3 | -5
33 | CC(C)CCNC(=O)c1cc2c(s1)-c1ccccc1S(=O)(=O)C2 | 0.51 | -2 | -1.5 | 3 | -3
34 | CS(=O)(=O)N(CC(=O)N1CCOCC1)Cc1ccc(Cl)cc1 | 1.2 | 0 | 0.5 | 7 | -8
35 | CCN(CC)S(=O)(=O)c1ccc(NC(=O)C2COc3ccccc3O2)cc1 (centres undefined) | -0.4 | 7 | 0.3 | 7 | -9
36 | CC(C)N(C(=O)CSc1nnc(-c2ccc3c(c2)OCO3)n1C)C(C)C | -0.6 | 2 | 0.3 | 1 | 6
37 | O=C(NNC(=O)C1C2CCC(C2)C1C(=O)O)c1ccc(Br)o1 (centres undefined) | -1 | 3 | 0.9 | 1 | -1
38 | O=C(Oc1cccc(N2C(=O)CCC2=O)c1)c1ccccc1 | x | 3 | 1.2 | 4 | 7
39 | COc1ccc2[nH]c3nc(SCC(=O)NNC(=O)c4ccc(OC)c(OC)c4)nnc3c2c1 | 0.14 | 3 | 1.4 | 0 | 6
40 | COc1cc(/C=N/Nc2nc3ccccc3s2)ccc1OC(=O)c1ccccc1F | -0.05 | 0 | 0.6 | 0 | -10

item | Furin inhibitor | KLK5 inh | p97 inhibitor | FXIIa inh 1536
27 | -25 | -1 | 2 | 6
28 | -26 | 4 | 0 | 13
29 | -11[20 µM] | -23 | -6 | -3
30 | -12 | -8 | -2 | 6
31 | -17 | -16 | 2 | 18
32 | -13 | 1 | 0 | 6
33 | -5 | 2 | -2 | 5
34 | -19[20 µM] | -5 | -4 | 0
35 | -19 | 0 | -3 | 6
36 | -9 | 7 | -3 | 8
37 | -17 | -19 | 3 | 13
38 | -20[20 µM] | 2 | 0 | 6
39 | -23[20 µM] | -18 | 3 | 17
40 | 1 | -17 | -4 | -2

Carrying on.
item | canonical_smiles | KCC2 mod | FXIa inh | PERK inhibitor | Wee1 degr inh | Thrombin inh
41 | CCOC(=O)N1CCN(C(=O)COC(=O)c2cc(Cl)c(O)c(Cl)c2)CC1 | -0.4 | 11 | 2.3 | 4 | -3
42 | CCOC(=O)c1c(C)[nH]c(C(=O)OC)c1CCC(=O)OC | x | 5 | -0.3 | 1 | 1
43 | Cn1c(=O)c2c(nc(Br)n2CC(=O)c2cccs2)n(C)c1=O | x | -12 | -0.8 | -1 | -5
44 | COc1ccccc1NC(=O)NC1(C(=O)N2CCC(O)CC2)CCCCC1 | 0.067 | 0 | -0.2 | 2 | -6
45 | COc1ccc(C(=O)NCC23C=CC(O2)C2C(=O)N(Cc4ccccc4)C(=O)C23)cc1 (centres undefined) | -0.87 | 3 | -1.0 | -3 | -1
46 | CN=C1S/C(=C\c2cc(C)n(-c3ccccc3F)c2C)C(=O)N1C | x | 4 | -1.1 | -1 | 3
47 | Cc1ccc2cc3c(NC(=O)c4ccco4)nn(CC(C)C)c3nc2c1 | x | 1 | -0.2 | 3 | -2
48 | CSCCC(NC(=O)c1ccc(Cl)cc1)C(=O)NC(C)(C)C (centres undefined) | 1.4 | 2 | -0.3 | 4 | 3
49 | COC(=O)c1cccc(OCC(O)Cn2cnc3cc(C)c(C)cc32)c1 (centres undefined) | 0.87 | 0 | -2.3 | 7 | 1
50 | O=c1[nH]c2ccc(NS(=O)(=O)c3ccc(Cl)cc3)cc2[nH]1 | -0.64 | 28 | 0.0 | 4 | 15
51 | COc1cccc(CNC(=O)CCC2CCCN(C(=O)c3cccc4c(C)c(C)[nH]c34)C2)c1 (centres undefined) | 0.34 | -2 | -0.3 | 0 | -7
52 | Cc1ccc(CC(=O)Nc2ncc([N+](=O)[O-])s2)cc1 | -0.66 | 0 | 1.7 | 3 | 1
53 | Cc1ccccc1NC(=S)Nc1cccc2cnccc12 | -1.1 | 0 | 0.0 | -5 | -5

item | Furin inhibitor | KLK5 inh | p97 inhibitor | FXIIa inh 1536
41 | -14 | -4 | 3 | 9
42 | -16 | -23 | -5 | 7
43 | -14[20 µM] | -26 | -1 | 5
44 | -20[20 µM] | 2 | 4 | 3
45 | -28 | -15 | 5 | 14
46 | -5[20 µM] | -5 | -1 | 14
47 | -21 | -1 | 3 | -7
48 | -6[20 µM] | -14 | 0 | -2
49 | -16[20 µM] | -10 | -1 | 17
50 | -15 | 23 | -3 | 20
51 | -22 | x | -4 | 0
52 | -12 | -2 | 3 | 4
53 | -21 | 2 | 11 | 6
